Bcl-xL primary – inhibitors of human Bcl-xL, primary screen, biochemical, fluorescence polarization, HTS | Bcl-2-like protein 1 (Homo sapiens), Q07817 | GST-Bcl-xL / FITC-Bim BH3 peptide fluorescence polarization | inhibition, % at 10.9 µM | 320,000 tested, 0.7% active | AID 2129, 2009;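 active means inhibition above the mean of all tested compounds plus 3 SD, cutoff set per campaign, cut at about 30% in these data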;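 further: 0% = DMSO wells and 100% = unlabeled Bim-BH3 peptide competitor; inhibitors lower millipolarization by displacing the labeled peptide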
Target sequence (Q07817 whole entry, looked up): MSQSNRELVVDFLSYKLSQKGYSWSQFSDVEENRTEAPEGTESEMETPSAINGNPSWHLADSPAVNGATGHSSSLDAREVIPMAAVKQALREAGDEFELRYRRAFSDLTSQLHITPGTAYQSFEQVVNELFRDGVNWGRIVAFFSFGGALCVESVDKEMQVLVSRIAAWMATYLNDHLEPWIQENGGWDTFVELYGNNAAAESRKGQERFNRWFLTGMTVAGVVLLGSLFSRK
MEX-5 binding – MEX-5 zinc finger RNA-binding disruptors – biochemical, C. elegans, fluorescence polarization, MLPCN library, primary screen; activity score (negative = inhibition of binding), % at 10 µM; AID 1832, 2009; MEX-5/FITC-TCR2 RNA binding; stronger effect = lower value; 300,000 tested, 0.38% active;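 active means inhibition past about -25% in most replicates, and total fluorescence under double the plate's negative control median, limit read from the data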;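 further: 0% = DMSO and -100% = 5 µM competing unlabeled TCR2 RNA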
Target sequence (Q9XUB2 whole entry, looked up): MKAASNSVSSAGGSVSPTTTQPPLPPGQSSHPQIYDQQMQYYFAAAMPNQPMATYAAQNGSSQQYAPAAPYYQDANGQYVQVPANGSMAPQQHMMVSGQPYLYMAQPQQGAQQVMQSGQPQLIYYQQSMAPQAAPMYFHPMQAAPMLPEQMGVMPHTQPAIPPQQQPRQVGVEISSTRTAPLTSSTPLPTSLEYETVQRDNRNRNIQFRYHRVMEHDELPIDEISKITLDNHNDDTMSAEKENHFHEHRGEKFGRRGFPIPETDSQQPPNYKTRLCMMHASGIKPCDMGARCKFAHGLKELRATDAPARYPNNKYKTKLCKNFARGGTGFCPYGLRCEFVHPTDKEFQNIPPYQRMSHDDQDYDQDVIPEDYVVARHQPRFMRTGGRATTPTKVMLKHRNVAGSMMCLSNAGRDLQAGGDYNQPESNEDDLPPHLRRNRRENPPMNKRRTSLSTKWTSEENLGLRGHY
VLA-4 inh – inhibition in human VLA-4 binding assay, primary screen, VLA-4 allosteric modulator project, MLPCN library, flow cytometry, VLA-4 expressing cells. AID 2557, 2010. inhibition, % (about 7 µM as worked out from the volumes in the protocol). ligand binding flow cytometry. 330,000 tested, 0.2% active; in the data active means inhibition above about 50%
Fam108B counter – mouse Fam108B serine hydrolase inhibitors, primary screen, counter-screen for RBBP9 inhibitor project, biochemical, fluorescence polarization; recombinant Fam108B, FP-Rh probe fluorescence polarization; inhibition, % at 9.51 µM; 300,000 tested, 0.33% active; AID 1947, 2009;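 active means inhibition above the screen mean inhibition plus 3 SD, computed separately per campaign, cut at about 18% in these data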;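 further: inhibitors lower polarization as less probe binds the enzyme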
GLD-1 RNA inh – GLD-1/TGE RNA complex disruptors, primary screen, biochemical, fluorescence polarization. inhibition, % at 5.96 µM. 320,000 tested, 0.44% active. purified GLD-1 + fluorescein TGE RNA. Female germline-specific tumor suppressor gld-1 (Caenorhabditis elegans), Q17339;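 active means percent inhibition above a per-plate cutoff, the plate mean of test compounds plus 3 SD, cut at about 30% in these data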;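 further: 0% = DMSO wells with GLD-1 and probe and 100% = wells lacking GLD-1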
PME-1 inh – PME-1 inhibitors via competitive probe labeling, primary screen, biochemical, fluorescence polarization, FP-Rh probe, HTS; 320,000 tested, 0.53% active; AID 2130, 2009; recombinant PME-1; inhibition, % at 5.9 µM; Protein phosphatase methylesterase 1 (Homo sapiens), Q9Y570;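 active means inhibition above the campaign mean of all compounds plus 3 SD, cut at about 26% in these data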;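 further: competitive labeling of PME-1 active site by serine hydrolase directed probe; 0% = PME-1 with DMSO and 100% = wells lacking PME-1 enzyme; inhibitors block probe labeling so polarization falls and inhibition rises; many of its hits are not listed in these tables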
Efflux pump inh – inhibitors of Candida efflux pumps in yeast, primary screen, S. cerevisiae, Nile Red, multiplex; inhibition, % at 10 µM; 330,000 tested, 0.44% active; S. cerevisiae Candida pump triplex;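 active means plate passing quality check with inhibition over a set limit, or well fluorescence over plate mean plus 4 SD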;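 further: Nile Red retained in pooled yeast measured as flow cytometry median fluorescence; 0% = buffer negative control and 100% = Enniatin B positive control; higher means more Nile Red kept so more efflux inhibition; some compounds called inactive have numbers as strong as hits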
MCL1-BIM inh – inhibitors of MCL1 binding to BIM-BH3, primary screen, biochemical, fluorescence polarization | 320,000 tested, 0.68% active | AID 2057, 2009 | GST-MCL1 / FITC-Bim-BH3 fluorescence polarization | inhibition, % at 10.9 µM | Induced myeloid leukemia cell differentiation protein Mcl-1 (Homo sapiens), Q07820;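 active means inhibition above the mean inhibition of all tested compounds plus 3 SD, set per campaign, cut at about 40% in these data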;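 further: 0% = DMSO wells and 100% = unlabeled Bim-BH3 peptide control; higher means more loss of mP so more displacement of Bim peptide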
Target sequence (Q07820 whole entry, looked up): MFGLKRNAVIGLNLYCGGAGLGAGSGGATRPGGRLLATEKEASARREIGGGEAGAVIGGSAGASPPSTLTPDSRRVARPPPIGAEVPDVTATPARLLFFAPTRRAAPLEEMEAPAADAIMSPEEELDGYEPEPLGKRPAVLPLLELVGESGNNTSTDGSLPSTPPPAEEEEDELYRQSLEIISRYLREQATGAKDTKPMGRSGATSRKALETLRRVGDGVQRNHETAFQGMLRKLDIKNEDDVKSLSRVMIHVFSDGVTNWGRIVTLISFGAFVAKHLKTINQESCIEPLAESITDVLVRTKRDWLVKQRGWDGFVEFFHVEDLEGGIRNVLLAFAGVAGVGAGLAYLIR
GRK2 aptamer HTS – compounds blocking aptamer binding on GRK2 – biochemical, human GRK2, bead flow cytometry, HTS, primary screen | Beta-adrenergic receptor kinase 1 (Homo sapiens), P25098 | inhibition of aptamer binding, % at 10 µM | FAM-aptamer displacement from GRK2 | 330,000 tested, 0.59% active | AID 488847, 2010;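 active means inhibition of aptamer binding above 40%, roughly 3 SD of noise, on plates passing a quality check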;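 further: median bead fluorescence of bound FAM aptamer so fluorescent compounds give negative values; no value below 0 was filed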
An asterisk follows results filed as active. An excerpt (hit frequency here may not be typical).

`O=C(O)c1cccnc1SC1CC(=O)N(c2cccc3ccccc23)C1=O` (stereo not given) gave Bcl-xL primary 2, MEX-5 binding -3.1, VLA-4 inh 0, Fam108B counter -2, GLD-1 RNA inh -13, PME-1 inh -1, Efflux pump inh 0.0, MCL1-BIM inh -5 and GRK2 aptamer HTS 2.
O=[N+]([O-])c1ccccc1OCCCOc1cccc2cccnc12 was read as Bcl-xL primary 5, MEX-5 binding -0.6, VLA-4 inh -136, Fam108B counter -1, GLD-1 RNA inh 6, PME-1 inh 8, Efflux pump inh 0.0, MCL1-BIM inh 0 and GRK2 aptamer HTS 1.
Screening CCOc1ccc(S(=O)(=O)NCCN2CCOCC2)c2ccccc12 returned Bcl-xL primary 8, MEX-5 binding -0.3, VLA-4 inh 17, Fam108B counter 2, GLD-1 RNA inh 5, PME-1 inh 3, Efflux pump inh 0.0, MCL1-BIM inh 7 and GRK2 aptamer HTS 0.
Screening Cc1nc2c(-c3ccc(F)cc3)c(C)nn2c(C)c1CCC(=O)N1CCN(c2ccccn2)CC1 returned Bcl-xL primary 2, MEX-5 binding 1.2, VLA-4 inh 33, Fam108B counter 9, GLD-1 RNA inh 2, PME-1 inh -1, Efflux pump inh -0.1, MCL1-BIM inh 3 and GRK2 aptamer HTS 0.
For CCN1CCN(C(=O)C(C)Nc2cc(Cl)c(OC)cc2OC)CC1 (stereo not given) the results were Bcl-xL primary 53*, MEX-5 binding -17, VLA-4 inh -3, Fam108B counter 3, GLD-1 RNA inh 36*, PME-1 inh 4, Efflux pump inh 0.0, MCL1-BIM inh 48* and GRK2 aptamer HTS 2.
O=C(CCCc1ccccc1)Nc1nnc(C(F)(F)F)s1 was read as Bcl-xL primary 5, MEX-5 binding -0.9, VLA-4 inh -16, Fam108B counter 0, GLD-1 RNA inh 0, PME-1 inh 3, Efflux pump inh -0.1, MCL1-BIM inh 4 and GRK2 aptamer HTS 0.
For CCCOc1ccc(N2CC(C(=O)Nc3ccccc3C(=O)NC)CC2=O)cc1 (stereo not given) the results were Bcl-xL primary 1, MEX-5 binding 0.7, VLA-4 inh -8, Fam108B counter -2, GLD-1 RNA inh 0, PME-1 inh -8, Efflux pump inh 0.0, MCL1-BIM inh -5 and GRK2 aptamer HTS 47*.
`CCOC(=O)N1CCN(C(=O)C(c2ccccc2)c2ccccc2)CC1` gave Bcl-xL primary 0, MEX-5 binding -3.1, VLA-4 inh -6, Fam108B counter 1, GLD-1 RNA inh 3, PME-1 inh 5, Efflux pump inh -0.1, MCL1-BIM inh 3 and GRK2 aptamer HTS 0.
For O=C(Nc1sc2c(c1-c1nc3ccccc3[nH]1)CCCC2)C1CC1 the results were Bcl-xL primary 9, MEX-5 binding 0.1, VLA-4 inh -22, Fam108B counter 1, GLD-1 RNA inh -16, PME-1 inh -1, Efflux pump inh -0.1, MCL1-BIM inh 6 and GRK2 aptamer HTS 0.
`CCN(CC)CCNC(=O)c1ccc(NC(=O)c2ccc(COc3ccccc3)cc2)cc1` gave MEX-5 binding 1.0, VLA-4 inh 19, Efflux pump inh 0.1 and GRK2 aptamer HTS 0.
For COc1cccc(CNC(=O)COc2cccc(-n3cnnn3)c2)c1 the results were Bcl-xL primary -6, MEX-5 binding 0.2, VLA-4 inh 3, Fam108B counter -3, GLD-1 RNA inh -2, PME-1 inh -6, Efflux pump inh 0.1, MCL1-BIM inh -7 and GRK2 aptamer HTS 1.
For CC(C)OC(=O)c1cccc(NC(=O)CSc2nnc(N)s2)c1 the results were Bcl-xL primary 0, MEX-5 binding 0.4, VLA-4 inh 6, Fam108B counter -2, GLD-1 RNA inh -6, PME-1 inh 2, Efflux pump inh -0.2, MCL1-BIM inh -3 and GRK2 aptamer HTS 0.
`CCOC(=O)C1CCN(c2c(NCc3ccc(C(=O)NC4CCCC4)cc3)c(=O)c2=O)CC1` gave Bcl-xL primary 4, MEX-5 binding -1.2, VLA-4 inh 3, Fam108B counter 2, GLD-1 RNA inh 4, PME-1 inh 3, Efflux pump inh -0.1, MCL1-BIM inh -2 and GRK2 aptamer HTS 0.
Screening CSCCC1NC(=O)N(CC(=O)Nc2ccc(Br)cc2Br)C1=O (stereo not given) returned Bcl-xL primary 5, MEX-5 binding -2.5, VLA-4 inh -3, Fam108B counter -2, GLD-1 RNA inh 4, PME-1 inh -1, Efflux pump inh -0.1, MCL1-BIM inh -2 and GRK2 aptamer HTS 3.
For Cc1ccccc1NC(=O)c1ccc(-c2ccc(Cl)cc2Cl)o1 the results were Bcl-xL primary 0, MEX-5 binding -0.1, VLA-4 inh 2, Fam108B counter -13, GLD-1 RNA inh 7, PME-1 inh -16, Efflux pump inh 0.4, MCL1-BIM inh 0 and GRK2 aptamer HTS 4.
CC1=NN(C(=O)CCc2ccc3c(c2)OCO3)C(O)(C(F)(F)F)C1 (stereo not given) was read as Bcl-xL primary 0, MEX-5 binding -1.7, VLA-4 inh 6, Fam108B counter 4, GLD-1 RNA inh 6, PME-1 inh 4, Efflux pump inh 0.0, MCL1-BIM inh 5 and GRK2 aptamer HTS 0.
For S=C(Nc1ccc(Cl)cc1)NC1CC2CCCC(C1)N2C1CCCC1 (stereo not given) the results were Bcl-xL primary 1, MEX-5 binding -0.9, VLA-4 inh 14, Fam108B counter 1, GLD-1 RNA inh 7, PME-1 inh 0, Efflux pump inh 0.1, MCL1-BIM inh 2 and GRK2 aptamer HTS 2.
Screening CN(C)S(=O)(=O)c1ccc(N2C(=O)CC2(/C=C/c2ccccc2)C(=O)NC2CCCC2)cc1 (stereo not given) returned Bcl-xL primary 2, MEX-5 binding -1.3, VLA-4 inh 0, Fam108B counter 12, GLD-1 RNA inh -3, PME-1 inh 0, Efflux pump inh -0.2, MCL1-BIM inh 6 and GRK2 aptamer HTS 0.
O=C(Nc1ccccc1)C1CC(=O)n2ncnc2N1 (stereo not given) was read as Bcl-xL primary 6, MEX-5 binding -1.8, VLA-4 inh -5, Fam108B counter 0, GLD-1 RNA inh 2, PME-1 inh 5, Efflux pump inh 0.0, MCL1-BIM inh 5 and GRK2 aptamer HTS 2.
`O=S(=O)(NCCN1CCCC1)c1ccc(C(F)(F)F)cc1` gave Bcl-xL primary 7, MEX-5 binding 1.5, VLA-4 inh -6, Fam108B counter 2, GLD-1 RNA inh -1, PME-1 inh -3, Efflux pump inh 0.0, MCL1-BIM inh 3 and GRK2 aptamer HTS 0.
Screening COc1ccccc1NC(=O)c1cc2ccccc2o1 returned Bcl-xL primary 2, MEX-5 binding -2.0, VLA-4 inh 14, Fam108B counter -2, GLD-1 RNA inh -7, PME-1 inh -13, Efflux pump inh 0.0, MCL1-BIM inh 4 and GRK2 aptamer HTS 0.
`Cc1ccc(C(=O)O)cc1-n1c(=O)n(Cc2ccccc2)c(=O)c2[nH]cnc21` gave Bcl-xL primary 3, MEX-5 binding 1.9, VLA-4 inh 6, Fam108B counter 1, GLD-1 RNA inh -6, PME-1 inh 1, Efflux pump inh -0.1, MCL1-BIM inh -1 and GRK2 aptamer HTS 2.
CC(=O)n1cc(C(C[N+](=O)[O-])SCCN)c2ccccc21 (stereo not given) was read as Bcl-xL primary 3, MEX-5 binding -1.4, VLA-4 inh 15, Fam108B counter 0, GLD-1 RNA inh 5, PME-1 inh 12, Efflux pump inh -0.2, MCL1-BIM inh 16 and GRK2 aptamer HTS 0.
Screening Cc1ccc(S(=O)(=O)CC(=O)N2CCOCC2)cc1 returned Bcl-xL primary 2, MEX-5 binding 0.5, VLA-4 inh 11, Fam108B counter -1, GLD-1 RNA inh -8, PME-1 inh -1, Efflux pump inh -0.2, MCL1-BIM inh 1 and GRK2 aptamer HTS 0.
CCCC1(C(=O)OCC)NC(c2ccco2)C2C(=O)N(C)C(=O)C21 (stereo not given) was read as Bcl-xL primary 3, MEX-5 binding -2.8, VLA-4 inh -12, Fam108B counter -4, GLD-1 RNA inh 8, PME-1 inh -6, Efflux pump inh -0.1, MCL1-BIM inh -3 and GRK2 aptamer HTS 0.
Screening Cc1ccc(C(=O)Nc2nnc(-c3ccncc3)s2)o1 returned Bcl-xL primary -2, MEX-5 binding -1.2, VLA-4 inh 1, Fam108B counter 1, GLD-1 RNA inh -3, PME-1 inh 1, Efflux pump inh 1.0, MCL1-BIM inh 5 and GRK2 aptamer HTS 0.
Screening Nc1nc2c(nc(Br)n2[C@@H]2O[C@@H]3COP(=O)(O)O[C@H]3[C@H]2O)c(=O)[nH]1 returned Bcl-xL primary 2, MEX-5 binding 0.5, VLA-4 inh 45, Fam108B counter 0, GLD-1 RNA inh 9, PME-1 inh -6, Efflux pump inh 0.0, MCL1-BIM inh 3 and GRK2 aptamer HTS 3.
`CCN1CCN(CCNC(=O)C2CCN(Cc3nc(-c4ccc(Cl)cc4)oc3C)CC2)CC1` gave Bcl-xL primary 7, MEX-5 binding -1.7, VLA-4 inh -15, Fam108B counter 0, GLD-1 RNA inh 0, PME-1 inh 1, Efflux pump inh -0.4, MCL1-BIM inh 2 and GRK2 aptamer HTS 0.
Cc1cc(C(=O)N/N=C/c2cccn2C)n[nH]1 was read as Bcl-xL primary -2, MEX-5 binding -1.0, VLA-4 inh 2, Fam108B counter -1, GLD-1 RNA inh 6, PME-1 inh 4, Efflux pump inh 0.0, MCL1-BIM inh -6 and GRK2 aptamer HTS 0.
For Cc1cccc(-n2cc[nH]c2=S)c1C the results were Bcl-xL primary -10, MEX-5 binding 0.9, VLA-4 inh 27, Fam108B counter 1, GLD-1 RNA inh 8, PME-1 inh -5, Efflux pump inh 0.9, MCL1-BIM inh 1 and GRK2 aptamer HTS 0.
`O=C(COC(=O)CCC(=O)c1ccc(F)cc1)Nc1cccc(S(=O)(=O)N2CCCC2)c1` gave Bcl-xL primary -4, MEX-5 binding -3.5, VLA-4 inh 3, Fam108B counter -4, GLD-1 RNA inh 0, PME-1 inh 2, Efflux pump inh -0.1, MCL1-BIM inh 0 and GRK2 aptamer HTS 0.
Screening COC(=O)c1ccc(CNC(=O)CN(CCC(C)C)S(=O)(=O)c2ccc3c(c2)OCCO3)cc1 returned Bcl-xL primary -3, MEX-5 binding -0.6, VLA-4 inh 6, Fam108B counter -11, GLD-1 RNA inh 6, PME-1 inh 8, Efflux pump inh 0.5, MCL1-BIM inh -2 and GRK2 aptamer HTS 1.
`COc1cccc(N2C(=O)C(O)=C(C(C)=O)C2c2ccc(OC)c(OC)c2)c1` (stereo not given) gave Bcl-xL primary 4, MEX-5 binding -2.7, VLA-4 inh 0, Fam108B counter 0, GLD-1 RNA inh -2, PME-1 inh 2, Efflux pump inh 0.1, MCL1-BIM inh 2 and GRK2 aptamer HTS 1.
